Kir21 inh: inhibitors of mouse Kir2.1 inward-rectifier potassium channel | P35561 | AID 1672 | HEK293-Kir2.1, FluxOR thallium flux fluorescence; active compounds read low | B-score at 10 µM | hit rate 0.85% among 310,000;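 active means fluorescence ratio B-score at or below minus 3 SD of library scores, with starting-brightness B-score within 2 SD, cut at about -4.2 in these data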;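 further: channel flux triggered by added potassium and thallium sulfate stimulus; B-score of peak minus minimum fluorescence over baseline after thallium stimulus; more negative B-score means stronger Kir2.1 block with less thallium influx; some compounds called inactive have numbers as strong as hits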
Target sequence (P35561 whole entry, looked up): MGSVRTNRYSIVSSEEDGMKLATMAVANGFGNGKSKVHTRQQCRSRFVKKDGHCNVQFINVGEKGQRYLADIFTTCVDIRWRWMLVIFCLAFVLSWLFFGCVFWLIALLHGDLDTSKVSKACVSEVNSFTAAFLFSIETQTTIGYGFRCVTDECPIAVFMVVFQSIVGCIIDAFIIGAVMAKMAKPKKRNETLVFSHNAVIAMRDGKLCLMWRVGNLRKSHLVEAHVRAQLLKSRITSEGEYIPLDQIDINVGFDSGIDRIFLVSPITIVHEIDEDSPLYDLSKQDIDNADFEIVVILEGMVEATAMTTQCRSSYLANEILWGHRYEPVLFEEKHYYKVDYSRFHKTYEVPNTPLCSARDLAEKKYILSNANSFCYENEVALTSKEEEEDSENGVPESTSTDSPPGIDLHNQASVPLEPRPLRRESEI
CHT block: inhibits the human high affinity choline transporter | CHT-expressing cells, membrane potential dye, choline response; active compounds read low | B-score at 10 µM | hit rate 0.86% among 310,000 | AID 488975;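 active means B-score over 3 SD under the library average, and starting fluorescence ratio not unusually high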;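 further: choline stimulus applied at its EC90 after an EC20 pre-addition; B-score computed on integrated fluorescence ratio after choline addition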
Target sequence (Q9GZV3 whole entry, looked up): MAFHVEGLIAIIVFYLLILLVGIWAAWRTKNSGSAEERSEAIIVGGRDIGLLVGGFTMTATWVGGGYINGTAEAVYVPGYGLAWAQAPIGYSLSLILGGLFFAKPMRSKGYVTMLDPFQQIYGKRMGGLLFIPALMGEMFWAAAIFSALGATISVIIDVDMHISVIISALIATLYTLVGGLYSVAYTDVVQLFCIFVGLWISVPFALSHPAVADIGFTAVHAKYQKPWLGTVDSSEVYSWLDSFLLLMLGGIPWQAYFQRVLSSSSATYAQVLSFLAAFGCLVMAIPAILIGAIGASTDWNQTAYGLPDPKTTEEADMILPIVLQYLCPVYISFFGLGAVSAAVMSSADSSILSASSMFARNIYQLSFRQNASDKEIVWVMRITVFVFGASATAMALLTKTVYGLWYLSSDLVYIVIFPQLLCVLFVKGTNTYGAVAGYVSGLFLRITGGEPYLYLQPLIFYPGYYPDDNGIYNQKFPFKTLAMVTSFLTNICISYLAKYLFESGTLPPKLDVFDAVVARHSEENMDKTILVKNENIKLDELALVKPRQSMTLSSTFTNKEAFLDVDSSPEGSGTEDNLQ
* marks the source's active call; other numbers are inactive results; i = inactive; · = not tested or not shown. Random draw from the library (roughly 1.6% active in at least one column).

SMILES	Kir21 inh	CHT block
Cc1ccc(CNC(=O)CCC2CCCN(Cc3ccc4cccc(F)c4n3)C2)o1 (stereo not given)	0.64	i
O=C(CSc1nc2ccccc2c(=O)n1NC(=O)Cc1ccccc1)NCc1ccco1	-0.02	i
COc1ccc(/C=C(/CC(=O)Nc2ccc(C)cc2)c2nc3ccccc3s2)cc1	-1.26	i
COCCNC(=O)C(=O)NNS(=O)(=O)c1ccc2ccccc2c1	0.27	i
CCOC(=O)c1cnc2ccc(Br)cc2c1NCCO	-0.04	i
CCCCC(CC)CNC(=O)Cn1c(=O)[nH]c2ccsc2c1=O (stereo not given)	1.04	i
Cc1ccccc1-c1nnc(SCC(=O)Nc2ccc3c(c2)OCCO3)n1N	0.54	i
O=C(Nc1nccs1)c1ccc(-c2ccccc2Cl)o1	0.68	i
Cc1cc(C)cc(C(=O)NCC(=O)OCC(=O)N2CCN(S(=O)(=O)c3ccc4ccccc4c3)CC2)c1	1.75	i
Cc1cc(CNC(=O)Cn2nc(C)c([N+](=O)[O-])c2C)c2ccccc2n1	-0.09	i
COc1ccccc1N1CCN(C(=O)Cn2cnc3c2c(=O)n(C)c(=O)n3C)CC1	0.98	i
CC(=O)NC(Cc1ccccc1C)C(=O)NC1CCN(C(=O)c2cccc(C)c2)CC1 (stereo not given)	-1.33	i
C#CCOCCOCCOCCNc1nc(N2CCN(C(=O)C(Cc3cc4ccccc4[nH]3)n3cc(C(N)Cc4ccc(O)cc4)nn3)CC2)nc(N2CCN(C(=O)C(Cc3cc4ccccc4[nH]3)n3cc(C(N)Cc4ccc(O)cc4)nn3)CC2)n1 (stereo not given)	-0.77	·
COc1ccc(CC(=O)N2N=C(C)CC2(O)c2cccnc2)cc1 (stereo not given)	0.6	i
CCOc1ccccc1N1CCN(S(=O)(=O)CC)CC1	-0.6	i
CCCc1cc(C(=O)Nc2sc3c(c2C(=O)OCC)CCCC3)no1	0.04	i
CC[n+]1c(/C=C2/C=C(C)CC(C)C2)sc2ccccc21 (stereo not given)	1.53	i
CC(C)(C)OC(=O)CNC(=O)c1[nH]cnc1C(=O)Nc1ccc(CNC(=O)OC(C)(C)C)cc1	-0.07	i
O=c1[nH]c2ccc(NC(=S)Nc3ccccc3)cc2[nH]1	-0.03	i
Cc1ccc(OCC(=O)NNC(=O)C(C)Sc2ncnc3sc(C)c(C)c23)cc1 (stereo not given)	-0.7	i
O=S1(=O)CCOC[C@H](Cc2ccccc2)N1Cc1cccc(F)c1	-1.9	i
Cc1nc(NC(C)c2ccccc2)c2oc3ccccc3c2n1 (stereo not given)	-0.43	i
O=C(CCN1C(=O)c2ccc([N+](=O)[O-])cc2C1=O)Nc1cccc(O)c1	0.76	i
CCOC(=O)Cn1nc(-c2ccc(Cl)cc2)ccc1=O	2.1	i
O=C(O)C1CCCCC1C(=O)OCCCCOC(=O)C1CCCCC1C(=O)O (stereo not given)	-0.01	i
O=C(Cn1nnc(-c2ccccc2)n1)N/N=C/c1ccco1	0.96	i
COCCN(C(=O)Cn1c(C(F)(F)F)nc2ccccc21)c1c(N)n(Cc2ccccc2)c(=O)[nH]c1=O	1.06	i
CC(C)Cc1ccc(CN2CCC(n3nccc3NC(=O)C3CCCC3)CC2)cc1	0	i
Cc1ccc(NC(=O)Cn2ncn3c(cc4ccccc43)c2=O)cc1F	-1.26	i
COc1ccc(Cn2ccnc2SCC(=O)Nc2ccccc2)cc1	-1.13	i
O=C1CN(C(=O)c2ccc3nc(Cc4cccc(Cl)c4)oc3c2)CCN1	1.73	i
COc1ccc(C(C)C)cc1S(=O)(=O)N1CC(C)OC(C)C1 (stereo not given)	-1.54	i
COc1ccc(OC)c2nc(-c3ccc4c(c3)OCO4)ccc12	-0.38	i
CCN(CC)S(=O)(=O)c1ccc(N2CCCCC2)c(NC(=O)c2ccncc2)c1	1.72	i
COc1ccc(NC(=O)O/N=C/c2ccncc2)cc1	-0.42	i
Cc1ccc(S(=O)(=O)N/N=C/c2cn(C)nc2C)cc1	0.38	i
Cc1cccc(OCCOC(=O)C2CCN(S(=O)(=O)c3ccc(C)c(C)c3)CC2)c1	-0.48	i
CCN(CC)C(=O)CSc1nc2ccccc2c(=O)n1CCC(=O)NCc1ccc(F)cc1	-0.46	i
CC(C)CC(c1nnnn1C1CCCCC1)N1CCN(C(=O)c2ccco2)CC1 (stereo not given)	-1.27	i
NS(=O)(=O)c1ccc(NC(=S)NC2CCCC2)cc1	-0.46	i
COc1cc2c(cc1O)[C@H](Cc1ccc(Oc3cc(C[C@@H]4NCCc5cc(OC)c(O)cc54)ccc3O)cc1)NCC2	0.46	i
CCN(CC)CCN(C(=O)c1ccc([N+](=O)[O-])cc1)c1nc2ccc(OC)cc2s1	1.26	i
Cc1ccc(NC(=O)c2cc(N3C(=O)C4CCCCC4C3=O)ccc2N2CCOCC2)cc1 (stereo not given)	-0.92	i
O=C(O)c1ccccc1-c1nc2ccccc2n1-c1ccccc1	1.16	i
CC(=O)Nc1ccc(NC(=O)CSc2nccn2Cc2ccco2)cc1	-0.86	i
CCC(=O)N1CCc2cc(S(=O)(=O)NC(C(=O)NCc3ccc(C)cc3)C(C)C)ccc21 (stereo not given)	0.76	i
Cc1ccc(CNC(=O)c2cc3c(s2)CN(Cc2ccccc2)C3)cc1	-1.29	i
CCS(=O)(=O)N1CCC(C(=O)Oc2ccccc2OC)CC1	-0.07	i
CC(C)CCN1C(=O)c2ccc(C(=O)Nc3ccc(Br)cc3C(=O)O)cc2C1=O	0.55	i
O=C(c1cccc2ccccc12)N1CCN(c2ccccc2F)CC1	-0.05	i

Continued, starting with the last 2 of the part before.
SMILES	Kir21 inh	CHT block
CC(C)CCN1C(=O)c2ccc(C(=O)Nc3ccc(Br)cc3C(=O)O)cc2C1=O	0.55	i
O=C(c1cccc2ccccc12)N1CCN(c2ccccc2F)CC1	-0.05	i
CCOc1ccccc1N(CC(=O)NCCSc1ccccc1)S(C)(=O)=O	-1.12	i
Cc1ccccc1-c1nn2c(-c3ccccc3)nnc2s1	1.62	i
CC(=O)N1c2ccc(S(=O)(=O)N3CCC(C(=O)Nc4cc(C)cc(C)c4)CC3)cc2CC1C (stereo not given)	-0.07	i
Cc1cc(C(=O)N/N=C\c2cc(C(C)(C)C)ccc2O)n[nH]1	1.31	i
CCOc1ccc(CCNC(=O)COC(=O)c2cccc(S(=O)(=O)N3CCCCC3)c2)cc1OCC	0.17	i
CC(C)(O)C#Cc1ccc(CN2CCC(n3nccc3NC(=O)C3CC3)CC2)cc1	-0.68	i
C=CCNC(=S)Nc1sc2c(c1C(=O)OCC)CC(C(C)C)OC2 (stereo not given)	1.07	i
O=C(CCn1c(=O)sc2ccccc21)NC1CCCCC1	-1.37	i
Cc1cccc(NN=C2c3ccccc3-c3ccccc32)c1	0.6	i
O=C1C2C3CC(C(Br)C3Br)C2C(=O)N1c1ccccn1 (stereo not given)	-0.67	i
O=C(NCCOC(=O)c1ccc([N+](=O)[O-])cc1)c1cccnc1	1.09	i
CCOc1ccc(CCNC(=O)C2CCCN(S(=O)(=O)c3c(C)n[nH]c3C)C2)cc1OCC (stereo not given)	-0.37	i
CCOC(=O)NC(CC(=O)O)c1ccc(OC)cc1 (stereo not given)	-0.23	i
CCOC(=O)[C@H](CCc1ccccc1)N[C@@H](C)C(=O)N1C(C(=O)O)C[C@@H]2CCC[C@@H]21 (stereo not given in full)	·	i
OCCc1c[nH]c2ccccc12	1.14	i
CN(C)CCCn1c2c(c(SCC(=O)Nc3cccc4ccccc34)nc1=O)CCCC2	2.41	i
COc1cc(NS(=O)(=O)c2ccc(NC(=S)NC(=O)COc3ccccc3OC)cc2)nc(OC)n1	-0.02	i
C[C@@H](C(=O)Nc1nc(-c2ccccn2)cs1)N1C(=O)C2CCCCC2C1=O (stereo not given in full)	1.02	i
O=C1CCCN1CCC(=O)N1CCCC(Nc2ccc(F)cc2)C1 (stereo not given)	0.93	i
CCCn1c(N)c(N(CCOC)C(=O)c2cccc(C(F)(F)F)c2)c(=O)[nH]c1=O	-0.54	i
CC1=NN(c2ccccc2C(=O)O)C(=O)C1N=Nc1ccccc1 (stereo not given)	1.85	i
COCCN1C(=O)/C(=C2/C(=O)N(CC(=O)Nc3ccccc3Cl)c3ccccc32)SC1=S	-0.28	i
N=c1c(C(=O)NCc2ccco2)cc2c(=O)n3ccccc3nc2n1C1CCCC1	-0.18	i
COc1ccc(N(C)S(=O)(=O)c2cccc(C(=O)N(C)Cc3ccc(C)o3)c2)cc1	-1.32	i
NC(=O)c1cc(Br)cc(C2CCCCC2)c1O	-0.23	i
Cc1cc(C)cc(NC(=O)C2C3C=CC(O3)C2C(=O)O)c1 (stereo not given)	0.15	i
N[C@H](CSCc1ccccc1)C(=O)Nc1ccc([N+](=O)[O-])cc1	-0.13	i
Cc1ccc(OCC(=O)NC2CCS(=O)(=O)C2)c(C)c1 (stereo not given)	0.1	i
CCN(CC)C(=S)NC(=O)c1cccnc1	-0.47	i
COc1ccc(C)c(-n2c(N)cc(=O)n(Cc3ccccc3)c2=O)c1	-1.36	i
O=C(NNC(=O)c1ccccc1F)c1ccc(-c2ccc(Cl)cc2)o1	-0.78	i
COc1ccc(NC(=O)Nc2cccc3ccccc23)cc1OC	-0.51	i
O=C(Nc1ccccc1Cl)C1CCN(S(=O)(=O)c2cccc3nonc23)CC1	0.76	i
CCN(CC)C(=O)c1cn(CCC#N)nc1-c1ccc2ccccc2c1	0	i
O=C(CCN1C(=O)c2ccc(Br)cc2C1=O)NC1CCCCC1	-0.49	i
CCCC(=O)c1c[nH]c(C(=O)NCc2ccco2)c1	1.11	i
O=S(=O)(c1ccccc1)c1nc(-c2ccco2)oc1NCc1cccnc1	-0.01	i
CSCc1ccc(C(=O)Nc2cccc(C)c2C)cc1	-1.6	i
C=CCOc1ccc(CNn2c(C)n[nH]c2=S)cc1OC	0.7	i
O=C(Cn1c(=O)oc2cc(S(=O)(=O)N3CCCC3)ccc21)N1CCc2ccccc2C1	2.04	i
O=C(Oc1nsnc1N1CCOCC1)N1CCCC1	1.23	i
O=C(NC(=O)c1ccc(F)cc1F)Nc1ccc(Cl)cc1	0.11	i
CCOc1ncccc1C(=O)OCC(=O)c1cc(C)n(Cc2ccco2)c1C	0.03	i
Cc1ccc(-n2nnnc2C(=Cc2ccc(N(C)C)cc2)c2nnnn2-c2ccc(C)cc2)cc1	-0.63	i
O=C(c1ccc(Br)cc1)c1sc(N2CCOCC2)nc1-c1ccccc1	-1.15	i
Fc1cccc(/C=N/N=C/c2cccc(F)c2)c1	0.58	i
NS(=O)(=O)c1ccc(CCNC(=O)CSc2nc3ccccc3c(=O)n2CCC(=O)N2CCCCC2)cc1	-2.11	i
CCCC(=O)Nc1nnc(-c2ccc(Cl)s2)o1	2.38	i
COc1cccc(CNCc2cc(OC)cc(OC)c2)c1	-0.17	i
CC(C)CNC(=O)[C@H](Cc1ccccc1)NC(=O)c1cccs1	1.14	i

Later entries
SMILES	Kir21 inh	CHT block
CC(C)c1cc(C(N)=O)c(NC(=O)c2cccc(COc3ccc(Cl)cc3)c2)s1	0.7	i
S=C(NC1CC2CCC1C2)N1CCN(c2cccc(Cl)c2)CC1 (stereo not given)	0.08	i
COc1ccccc1-c1cc(C(=O)NCCc2ccccc2)no1	0.66	i
Cc1cccc(-n2c(SCC(=O)N3CCC(C(=O)O)CC3)nc3ccccc3c2=O)c1C	-0.8	i
COc1cccc(N=Cc2c[nH][nH]c2=O)c1	0.44	i
COC(=O)/C=C1/SC(=NC(=O)c2ccccc2)NC1=O	-2.41	i
CCn1c(SCC(=O)O)nnc1-c1ccc2[nH]c(C)c(C)c2c1	1.19	i
CC(C)(C)c1ccc(-c2nc(-c3ccncc3)no2)cc1	2.95	i
CCN(CCNC(=O)c1ccc(CSc2nc3ccncc3[nH]2)cc1)c1ccccc1	-0.78	i
O=C1C=CC(=O)N1Cc1ccccc1	-1.11	i

Brought forward from above: seven compounds, then new ones.
SMILES	Kir21 inh	CHT block
Cc1cccc(-n2c(SCC(=O)N3CCC(C(=O)O)CC3)nc3ccccc3c2=O)c1C	-0.8	i
COc1cccc(N=Cc2c[nH][nH]c2=O)c1	0.44	i
COC(=O)/C=C1/SC(=NC(=O)c2ccccc2)NC1=O	-2.41	i
CCn1c(SCC(=O)O)nnc1-c1ccc2[nH]c(C)c(C)c2c1	1.19	i
CC(C)(C)c1ccc(-c2nc(-c3ccncc3)no2)cc1	2.95	i
CCN(CCNC(=O)c1ccc(CSc2nc3ccncc3[nH]2)cc1)c1ccccc1	-0.78	i
O=C1C=CC(=O)N1Cc1ccccc1	-1.11	i
COC(=O)c1c(NC(=O)c2ccco2)sc(C(=O)N2CCCC2)c1C	-1.08	i
CCCCn1c(/N=C/c2ccc(N(C)C)cc2)nc2ccccc21	-0.31	i
CC(=O)Nc1cccc(Oc2cc(C#N)c(C#N)cc2N2CCCCCC2)c1	0.73	i
COc1cc(NC(=O)c2cccs2)c(C(=O)OCC(=O)NCc2ccco2)cc1OC	-0.23	i
CCOC(=O)C1CCCN(C2=NC(=O)/C(=C/c3ccc(OC)c(OC)c3)S2)C1 (stereo not given)	-0.14	i
COC(=O)c1ccc(C(c2c(C)n(C)n(-c3ccccc3)c2=O)c2c(C)n(C)n(-c3ccccc3)c2=O)cc1	1.07	i
CCCC(=O)c1cc2c(cc1NC(=O)c1cccs1)OCCO2	-0.32	i
Cc1ccc(N2C(=O)N(CC(=O)c3cc(C)ccc3C)C(=O)C2C)cc1 (stereo not given)	-0.95	i
CC1(C)C(=O)Nc2ccccc2N1C(=O)COC(=O)Cc1c(F)cccc1Cl	-2.01	i

Copied from the list:
COC(=O)c1c(NC(=O)c2ccco2)sc(C(=O)N2CCCC2)c1C in Kir21 inh has -1.08
CC1(C)C(=O)Nc2ccccc2N1C(=O)COC(=O)Cc1c(F)cccc1Cl in Kir21 inh has -2.01
CCCCn1c(/N=C/c2ccc(N(C)C)cc2)nc2ccccc21 in Kir21 inh has -0.31
COC(=O)c1ccc(C(c2c(C)n(C)n(-c3ccccc3)c2=O)c2c(C)n(C)n(-c3ccccc3)c2=O)cc1 in Kir21 inh has 1.07

Screening results from PubChem BioAssay.
